rTrxR1 inhibitor: blocks rat thioredoxin reductase 1 | O89049 | recombinant rTrxR1, NADPH fluorescence consumption, selenite substrate | Potency, µM (titrated, usually from 114 µM), inactives show top-dose activity change, negative = inhibition, hits mostly inhibitors | 390,000 compounds, 1% hits | AID 588453; note: potency is the fitted concentration of half-maximal effect; % is set by controls: 0 for no effect and ±100 for the full control effect; nearly all actives have a fitted effect of over 65% in size
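Rat TrxR1 (90 nM in the dispensed reagent) was pre-reduced with 400 uM NADPH for 5 min at room temperature, then incubated with compound for 15 min. After 400 uM selenite was added, NADPH fluorescence (Ex 340/Em 450 nm) was followed for 8 min.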
TRHR agonist: activates the human TRH receptor. P34981. TRHR cells, calcium flux fluo-8, FDSS agonist mode. activation, % at 2 µM. 360,000 compounds, 0.18% hits. AID 493084; in the data active = activation above about 30%; note: 0% is about no effect
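In this calcium-flux screen, cells bearing human TRHR are dye-loaded with fluo-8, baselined for 10 cycles, then exposed to library compounds; positive kinetic calcium responses during the agonist phase mark hits, with TRH as control.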
TrxR1 substrate: substrates of rat thioredoxin reductase 1; 390,000 compounds, 0.01% hits; Potency, µM (series often up to 114 µM), for the others: top-dose activity change, negative = substrate turnover; AID 588456; purified TrxR1 substrate turnover, NADPH consumption readout; note: potency is the fitted concentration of half-maximal effect; % is set by controls: 0 for no effect and ±100 for the full control effect; nearly all actives have a fitted effect of over 50% in size
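Rat TrxR1, dispensed at 90 nM, was prereduced with 400 uM NADPH (final) for 5 min at ~22 deg C, then incubated with compound 15 min before 400 uM selenite. A first-read NADPH fluorescence drop versus no-compound background flagged substrates.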
PI4K2A block: inhibitors of human PI4K2A; purified PI4K2A, ADP-Glo luminescence, 1 h; hits give low values; activity change, negative = inhibition, % at 76.9 µM; Q9BTU6; 420,000 compounds, 0.13% hits; in the data active = activity change below about -50%; inconclusive = mostly about -30% to -49%;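 note: -100% = wells without enzyme as full effect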
Target sequence (Q9BTU6 whole entry, looked up): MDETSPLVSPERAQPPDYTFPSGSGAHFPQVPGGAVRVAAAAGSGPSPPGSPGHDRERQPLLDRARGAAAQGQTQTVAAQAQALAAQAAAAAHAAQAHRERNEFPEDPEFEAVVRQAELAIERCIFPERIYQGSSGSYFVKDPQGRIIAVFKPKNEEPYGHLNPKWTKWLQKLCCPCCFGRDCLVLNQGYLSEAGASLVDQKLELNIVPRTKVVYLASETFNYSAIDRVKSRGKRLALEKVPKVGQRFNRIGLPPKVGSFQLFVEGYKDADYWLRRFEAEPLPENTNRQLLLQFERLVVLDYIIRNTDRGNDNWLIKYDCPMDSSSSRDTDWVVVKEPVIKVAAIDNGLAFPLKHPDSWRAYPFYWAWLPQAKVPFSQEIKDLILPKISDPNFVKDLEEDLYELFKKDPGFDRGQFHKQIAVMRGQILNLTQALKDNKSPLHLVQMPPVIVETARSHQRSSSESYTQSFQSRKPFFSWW
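In this quantitative HTS, ADP production by PI4K2A was quantified luminescently after 1 h at ambient temperature; 100 microM adenosine served as plate-quality control.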
D2 agonist: D2 dopamine receptor (human) agonism | P14416 | activation, % at 2 µM | 340,000 compounds, 0.53% hits | HEK293 T-REx D2 cells, calcium flux agonist mode | AID 485358;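 active = activation over 3 SD above normal in the single-dose calcium agonist read, cut at about 30% in these data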; note: 0% is about no effect
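Tetracycline-induced HEK293 T-REx cells with force-coupled D2 receptor, plated overnight at 30 C, loaded with no-wash calcium dye. After a 10 s baseline, compound was pin-added and calcium flux read kinetically for 180 s; calcium rises flagged agonists.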
IDH1 R132H inh: human IDH1 R132H inhibition. O75874. IDH1-R132H enzyme, NADPH consumption, diaphorase/resazurin fluorescence. Potency, µM (series often up to 76.6 µM), for the others: at the top dose activity change, negative = inhibition, hits mostly inhibitors. 390,000 compounds, 0.093% hits; note: potency is the fitted concentration of half-maximal effect; % is set by controls: 0 for no effect and ±100 for the full control effect; nearly all actives have a fitted effect of over 65% in size
Target sequence (O75874 whole entry R132H, stated change not applied): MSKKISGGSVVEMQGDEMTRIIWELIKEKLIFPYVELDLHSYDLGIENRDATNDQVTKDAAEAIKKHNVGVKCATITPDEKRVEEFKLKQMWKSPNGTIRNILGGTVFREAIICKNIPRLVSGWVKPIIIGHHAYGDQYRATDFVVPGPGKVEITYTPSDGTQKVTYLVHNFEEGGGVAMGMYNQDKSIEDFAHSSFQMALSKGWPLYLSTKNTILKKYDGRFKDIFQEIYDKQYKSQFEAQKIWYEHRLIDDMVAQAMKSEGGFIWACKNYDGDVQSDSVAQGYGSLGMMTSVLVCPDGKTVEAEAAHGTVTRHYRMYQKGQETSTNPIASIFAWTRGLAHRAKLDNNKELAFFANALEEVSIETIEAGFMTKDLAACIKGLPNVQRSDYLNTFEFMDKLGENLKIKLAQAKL
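IDH1-R132H (0.5 ug/mL) preincubated 30 min with compound, then NADPH (0.016 mM) and alpha-KG (2 mM) added; 80 min at RT, pH 7.5. Remaining NADPH coupled via diaphorase/resazurin to fluorescence (540/590 nm); concentration-response curves normalized to no-enzyme control.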
TRHR PAM: allosteric enhancers of human TRH receptor. P34981. TRHR cells, fluo-8 calcium fluorescence, EC20 TRH enhancement. enhancement, % at 2 µM. 360,000 compounds, 0.66% hits; in the data active = enhancement above about 30%; note: 0% is about no effect
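TRHR-expressing cells loaded with fluo-8 calcium dye were read kinetically (ex 480/em 530) during compound addition, then stimulated with an EC20 of TRH (10 nM final). Enhancement of the Gq-mediated intracellular calcium response was scored.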
D2 antag: D2 dopamine receptor (human) antagonism; P14416; HEK293 TREx D2 cells, calcium flux, dopamine EC80; inhibition, % at 10 µM; 340,000 compounds, 2% hits; AID 485344; in the data active = inhibition above about 30%; note: 0% is about no effect
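Compounds are added to dye-loaded, induced HEK293 T-REx cells coupled to calcium release via D2; after a 3 min kinetic read an EC80 dopamine stimulus is given and fluorescence is recorded for 3 more min.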
USP1 inh: inhibitors of human USP1/UAF1 deubiquitinase; recombinant USP1/UAF1, Ub-Rhodamine cleavage fluorescence; 390,000 compounds, 0.23% hits; O94782; Potency, µM (highest dose often 57.1 µM), for the others: top-dose activity change, negative = inhibition, actives largely listed as inhibitors; note: potency is the fitted concentration of half-maximal effect; % is set by controls: 0 for no effect and ±100 for the full control effect; nearly all actives have a fitted effect of over 60% in size; inactives centre near -12
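USP1/UAF1 complex at 1 nM was preincubated with compound for 15 min at room temperature, then Ub-Rho substrate (150nM final) was added. Fluorescence (480/540 nm) was read kinetically, 6 reads every 60 seconds.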
Numbers without * were called inactive; ? = inconclusive; nt = not tested or not shown; & = joins results of further samples; [ ] = dose if it differs, or a comment. Unless noted, calls come from the whole dose curve; as a rule, active = well fitted inhibition curve with a large enough effect; inconclusive = small, poorly fitted or top-dose-only effect; inactive = no such curve, though single readings can be large or run the other way. Hits appear at their usual frequency; overall some 3.9% were active at least once.

SMILES	rTrxR1 inhibitor	TRHR agonist	TrxR1 substrate	PI4K2A block	D2 agonist	IDH1 R132H inh	TRHR PAM	D2 antag	USP1 inh
CC(C(=O)NCc1ccccc1Cl)n1ccc2cc(S(=O)(=O)N3CCCCC3)ccc21 (configuration not stated)	40%[activator]	1.6	6%	-2	0.8	9%	2	nt	-11%
O=C(N/N=C/c1ccc([N+](=O)[O-])o1)C(O)c1ccccc1 (configuration not stated)	?	0.2	-7%	-1	0.4	1%	0	-2	-26%
Cc1cc(C)cc(NC(=O)C(=O)NCC(c2ccc3c(c2)OCO3)N2CCOCC2)c1 (configuration not stated)	65%[activator][57.1 µM]	-0.2	6%[57.1 µM]	2	-1.8	3%	-2	nt	-9%
COc1ccc(N=Nc2c(C)[nH]c3ccccc23)cc1	?	nt	-3%	1	nt	2%	nt	nt	-15%
CC(C)COc1ccc(C(=O)OCC(=O)N(C)CC(=O)Nc2ccc(F)cc2)cc1	9%	0.7	-1%	-1	0.3	4%	5	5	-16%
CCOc1ccc(NC(=O)c2ccccc2NC(=O)CNC2CCCC(C)C2C)cc1 (configuration not stated)	24%	nt	8%	-4	nt	-12%	nt	nt	-19%
Brc1ccc(Oc2ncc(CN3CCOCC3)s2)cc1	-4%	0.2	3%	3	-0.1	-3%	6	7	-17%
Cc1c(NC(=O)CN2CCN(c3cccc(Cl)c3)CC2)c(=O)n(-c2ccccc2)n1C	10%	0.2	-4%	-4	0.7	-6%	13	-13	0%
COCC(=O)Nc1ccc2c(c1)OCO2	16%[57.1 µM]	0.7	-14%	1	0.4	-3%	-12	14	-1%
Cc1ccc(NC(=O)C(Cc2ccccc2)NS(=O)(=O)c2ccc3c(c2)oc(=O)n3C)cc1C (configuration not stated)	12%	-0.2	-1%	1	-1.1	-20%	12	nt	-20%
Cc1cc(C)cc(OCC(=O)NNC(=O)C2CCCO2)c1 (configuration not stated)	21%[57.1 µM]	0.1	7%[57.1 µM]	1	0.4	0%	-4	-10	-21%
Fc1ccccc1CSCc1nc2ccccc2[nH]1	20%	-1.1	1%	5	0.0	5%	2	9	-15%
CCCN1CCN(C(=O)CCS(=O)(=O)c2cc3c(cc2Cl)NC(=O)CO3)CC1	26%[57.1 µM]	0.5	10%[57.1 µM]	5	-0.5	6%	22	28	-10%
Cn1cc(S(=O)(=O)N2CCCC2)cc1C(=O)O	18%	nt	3%	-4	nt	0%	nt	nt	-13%
COc1ccccc1NC(=O)C(C)OC(=O)c1ccc(-n2cnnn2)cc1 (configuration not stated)	21%	-0.1	5%	-5	0.2	2%	-7	11	-21%
N#C/C(C(=O)N1CCOCC1)=C1\Nc2ccccc2S1	-9%	1.0	-16%	0	6.8	0%	-2	27	-24%
COc1ccc(-c2csc(NC(=O)c3c(OC)cccc3OC)n2)cc1	37%[activator][57.1 µM]	0.3	18%[57.1 µM]	-4	1.3	7%	1	-4	-7%
CC(C)(C)CN1CCNC(=O)C1CC(=O)NCCc1cnn(-c2ccccc2)c1 (configuration not stated)	4%[57.1 µM]	0.2	8%[57.1 µM]	3	0.9	-2%	2	8	?
CC(Oc1ccccc1)C(=O)Nc1nnc(S(=O)(=O)N2CCCCC2)s1 (configuration not stated)	-13%	1.1	-9%	0	nt	-8%	-2	nt	-6%
CCCC(C(=O)OCCN(CC)CC)(c1ccccc1)c1ccccc1	7%[57.1 µM]	nt	4%[57.1 µM]	0&0&-3	nt	0%	nt	nt	?
CC(C)OCCCNS(=O)(=O)c1ccc2c(c1)oc(=O)n2C	11%[57.1 µM]	0.2	0%[57.1 µM]	-2	-0.7	4%	-3	-18	-16%
Cc1ccc(-n2c(=O)c3c(C)c(C)sc3n(Cc3cc(=O)n4ccccc4n3)c2=O)cc1C	0%	0.2	-4%	0	-2.1	9%	-1	0	-13%
CSc1ccc(/C=C(/NC(=O)c2ccco2)C(=O)N2CCCCC2)cc1	-10%	0.6	-14%	7	0.6	-2%	0	-5	-30%
Clc1ccc(NC2=NCCCCC2)cc1	8%	-0.6	0%	6	-0.7	0%	0	-2	-7%
CCn1cc2nc(SCc3ccc(F)cc3)n(CCc3ccccc3)c(=O)c2n1	20%[57.1 µM]	0.9	1%[57.1 µM]	0	0.7	-13%	-4	nt	-12%
SMILES	rTrxR1 inhibitor	TRHR agonist	TrxR1 substrate	PI4K2A block	D2 agonist	IDH1 R132H inh	TRHR PAM	D2 antag	USP1 inh
COc1ccc(S(=O)(=O)NCC2CCCN(C(=O)C=C(C)C)C2)cc1 (configuration not stated)	18%[57.1 µM]	-0.5	6%	6	nt	0%	5	nt	-11%
CNC(=O)c1ccc(=O)n(Cc2cccc(C(F)(F)F)c2)c1	-21%	-0.2	-6%	13	0.3	-1%	-7	-4	-25%
O=S(=O)(c1ccccc1)N1CCC(Oc2ccc(-n3cnnn3)cc2)CC1	11%	-0.8	-4%	0	0.9	-6%	-5	-20	-7%
CC(C)Sc1cc(Cl)nc(NC(=O)Nc2ccccc2)n1	34%	0.5	10%	1	2.3	3%	11	12	-9%
COc1ccc(N(CC(=O)Nc2ccc(Cl)cc2)S(=O)(=O)c2c(C)n[nH]c2C)cc1	11%	0.0	0%	4	0.3	4%	-1	16	-18%
CCNC(=O)c1cc2n(n1)CCCN(Cc1ccc(C)cc1)C2=O	11%[57.1 µM]	0.2	5%[57.1 µM]	0	5.9	16%	-7	nt	-15%
CCC(=O)Nc1ccc(C(=O)OCc2ccccc2Cl)cc1	-13%	0.5	-14%	2	1.1	0%	4	2	-16%
CN(C)CCCN(C(=O)c1ccc2c(c1)OCCO2)c1nc2ccccc2s1	-8%[57.1 µM]	1.8	-7%[57.1 µM]	1	0.5	6%	-3	nt	?
CSc1ccc(S(=O)(=O)NCC(=O)OCC(=O)N(C)C2CCCCC2)cc1[N+](=O)[O-]	-12%	-0.3	-5%	-3	0.7	4%	1	-10	1%
CCc1nnc(NC(=O)c2cc(C)nc3ccccc23)s1	23%[57.1 µM]	-0.3	6%[57.1 µM]	-3	nt	3%	-2	nt	0%
Cc1ccccc1S(=O)(=O)Cc1ccc(C(=O)NCCN2CCN(Cc3ccccc3)CC2)o1	3%	0.1	5%	2	-0.5	1%	-5	-2	-15%
NC(N)=NS(=O)(=O)c1ccc(NC(=S)NC(=O)c2sc3ccccc3c2Cl)cc1	-19%	-0.2	-11%	3	1.3	4%	25	-4	-5%
COC(=O)C(=Cc1ccccc1[N+](=O)[O-])C(=O)OC	56µM*	4.7	3%	10	3.6	-8%	-15	-17	-7%
FC(F)(F)c1ccc(-c2n[nH]c(=S)o2)nc1	-28%	0.2	-7%	2	1.0	0%	0	10	-23%
C=CCNC(=O)COc1ccc(Oc2ccccc2)cc1	29%[57.1 µM]	-0.6	11%[57.1 µM]	-3	-3.6	-4%	2	-5	-20%
CCCNC(=O)Cc1cc(=O)[nH]c(=O)[nH]1	30%	-0.5	6%	1	-0.4	-2%	-4	2	?
COc1cc(SC)ccc1C(=O)N1CC(C)OC(C)C1 (configuration not stated)	17%[11.4 µM]	0.0	10%[57.1 µM]	4	0.5	2%	-13	14	?
N/C(=N\OC(=O)c1ccccc1)c1cccnc1	5%	0.5	-2%	-8	0.1	0%	-1	12	-4%
O=[N+]([O-])c1cc2c(cc1/C=N\NS(=O)(=O)c1ccccc1)OCO2	12%	0.1	5%	2	-1.4	15%	-2	4	-12%
CCn1cc(CN2CCCC(C(=O)Nc3cccc(-c4cc5ccccc5[nH]4)c3)C2)c(C)n1 (configuration not stated)	28%	1.2	13%	-1	1.2	-11%	1	3	-14%
Cc1c(C)n2c(SCC(=O)N3CCC(C)CC3)nnc2[nH]c1=O	9%[57.1 µM]	0.2	4%[57.1 µM]	-2	-0.1	3%	9	12	-18%
COc1cc(C(=O)NCc2ccc3c(c2)CCN3C(=O)c2ccncc2)cc(OC)c1OC	-3%[57.1 µM]	-0.1	-9%[57.1 µM]	0	-0.2	-7%	6	nt	-18%
O=C(Nc1cccc(NC(=O)c2ccccc2[N+](=O)[O-])n1)c1ccccc1[N+](=O)[O-]	10%[57.1 µM]	nt	-6%[57.1 µM]	-2	nt	0%	nt	nt	-20%

Six compounds out of the list above, arranged by the number in rTrxR1 inhibitor, high to low:
| Molecule | rTrxR1 inhibitor |
| --- | --- |
| CCCNC(=O)Cc1cc(=O)[nH]c(=O)[nH]1 | 30% |
| O=[N+]([O-])c1cc2c(cc1/C=N\NS(=O)(=O)c1ccccc1)OCO2 | 12% |
| O=S(=O)(c1ccccc1)N1CCC(Oc2ccc(-n3cnnn3)cc2)CC1 | 11% |
| N/C(=N\OC(=O)c1ccccc1)c1cccnc1 | 5% |
| Cc1ccccc1S(=O)(=O)Cc1ccc(C(=O)NCCN2CCN(Cc3ccccc3)CC2)o1 | 3% |
| CCC(=O)Nc1ccc(C(=O)OCc2ccccc2Cl)cc1 | -13% |

Laid out differently: entries from further up.
smiles: C=CCNC(=O)COc1ccc(Oc2ccccc2)cc1
  rTrxR1 inhibitor: 29%[57.1 µM]
  TRHR agonist: -0.6
  TrxR1 substrate: 11%[57.1 µM]
  PI4K2A block: -3
  D2 agonist: -3.6
  IDH1 R132H inh: -4%
  TRHR PAM: 2
  D2 antag: -5
  USP1 inh: -20%
smiles: CCCNC(=O)Cc1cc(=O)[nH]c(=O)[nH]1
  rTrxR1 inhibitor: 30%
  TRHR agonist: -0.5
  TrxR1 substrate: 6%
  PI4K2A block: 1
  D2 agonist: -0.4
  IDH1 R132H inh: -2%
  TRHR PAM: -4
  D2 antag: 2
  USP1 inh: ?
